IMPase Li inh = cell-permeable IMPase inhibitors with lithium potentiation | CHO-M1 cells, IP1 TR-FRET (IP-One), carbachol + lithium | Potency, µM (titrated, usually from 59.4 µM), inactives show at the highest dose activity, negative = IMPase inhibition, actives largely listed as inhibitors | hit rate 0.35% among 210,000;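 also: IP1 builds up when IMPase is blocked and the TR-FRET signal falls; potency is read from the fitted curve at half-maximal effect; plate controls were basal vehicle for no effect and high inhibitor control for full effect; nearly all actives have a fitted effect of over 50% in size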
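CHO cells stably expressing M1 receptor (2000/well) were cultured 16–30 h, then exposed to compounds with a small lithium addition for 30 min at 37C. IP1 was measured by TR-FRET competition; AC50 from Hill fits.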
CBFb-RUNX1 inh = inhibitors of human CBF-beta and RUNX1 interaction | Q01196+Q13951 | AlphaScreen CBFb-His/RUNX1-biotin binding, biochemical | Potency, µM (highest dose often 59.8 µM), for the others: at the top dose activity, negative = inhibition, most hits filed as inhibitors | 230,000 tested, under 10 active | AID 1477; also: % of control where 0% means no effect
Target sequence (Q01196 whole entry, looked up): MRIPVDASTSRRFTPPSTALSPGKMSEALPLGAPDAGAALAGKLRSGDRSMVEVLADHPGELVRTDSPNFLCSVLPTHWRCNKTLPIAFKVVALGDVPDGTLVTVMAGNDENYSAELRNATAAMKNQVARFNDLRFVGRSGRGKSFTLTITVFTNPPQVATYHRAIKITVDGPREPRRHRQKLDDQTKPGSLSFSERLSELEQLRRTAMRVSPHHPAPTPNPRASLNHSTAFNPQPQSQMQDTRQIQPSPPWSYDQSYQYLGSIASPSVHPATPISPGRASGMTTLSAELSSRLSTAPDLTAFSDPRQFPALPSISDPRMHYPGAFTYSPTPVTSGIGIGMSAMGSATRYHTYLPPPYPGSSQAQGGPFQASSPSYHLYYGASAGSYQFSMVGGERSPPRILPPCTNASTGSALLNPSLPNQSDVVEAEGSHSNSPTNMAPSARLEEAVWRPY
Target sequence (Q13951 whole entry, looked up): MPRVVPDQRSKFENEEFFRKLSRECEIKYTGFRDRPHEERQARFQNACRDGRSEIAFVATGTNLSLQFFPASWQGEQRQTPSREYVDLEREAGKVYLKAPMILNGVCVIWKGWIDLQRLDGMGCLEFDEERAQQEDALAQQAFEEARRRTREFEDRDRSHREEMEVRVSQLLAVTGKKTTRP
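CBFb-His/RUNX1-biotin, 30 nM each, preincubated 20 min RT; compound 15 min RT; Ni + streptavidin beads 50 ng each, 90 min RT; AlphaScreen read.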
Epigenetic derep = epigenetic control regulation, reporter derepression | murine LDR cells, GFP reporter derepression, 30 h | Potency, µM (highest dose often 53.9 µM), without a hit: at the top dose GFP activation, most hits filed as activators | hit rate 0.2% among 280,000; also: potency is read from the fitted curve at half-maximal effect; % of control where 0% means no effect; nearly all actives have a fitted effect of over 60% in size
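Murine LDR cells carrying a silenced, genomically integrated CMV-driven GFP reporter were exposed to compound for 30 hours at 37 C. After PBS washes, GFP-positive cells (20–120 um objects) were counted by laser-scanning microplate cytometry.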
LMNA splice mod = changes lamin A minigene splicing in HeLa cells; Potency, µM (top dose mostly 46.1 µM), for inactives: at the top dose ratio change, negative = inhibition, hits mostly inhibitors; HeLa LMNA splicing GFP/RFP minigene ratio, 48 h; AID 1487; hit rate 0.01% among 200,000; active = well fitted inhibition curve with a large enough effect in the signal ratio, with a control signal flat, not every such curve was filed as active; inconclusive = small, poorly fitted or top-dose-only effect, or effect the other way, or a change in a side signal; the % refers to the signal ratio; also: potency is read from the fitted curve at half-maximal effect; % is scaled to controls: 0 for no effect and ±100 for the full control effect
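S3 HeLa stable clones carrying a lamin A-EGFP splicing minigene plus DsRed2 were seeded at 600 cells/well in Opti-MEM with 2% FBS, pin-dosed and incubated 48 h at 37°C. Acumen cytometry (488 nm) gave the GFP/RFP total-intensity ratio.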
aGal spleen mod = inhibits or activates alpha-galactosidase in human spleen homogenate. P06280. human spleen homogenate, 4MU-alpha-Gal fluorescence, 40 min. Potency, µM (highest dose often 80 µM), inactives show top-dose activity change, negative = inhibition, usual class: inhibitors. hit rate 0.008% among 240,000. AID 2107;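 also: potency is read from the fitted curve at half-maximal effect; 0% = enzyme with vehicle and -100% = no enzyme basal signal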
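qHTS titration in buffer at pH 5.0. Alpha-galactosidase activity in spleen homogenate was measured via 4-methylumbelliferone release from 1 mM fluorogenic substrate after 40 min at 37C and a pH 10 stop. AC50 came from Hill fits of control-normalized data.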
NPSR antagonist = neuropeptide S receptor (human) antagonism, cAMP; Q6W5P4; CHO-NPSR cells, cAMP TR-FRET, antagonist mode; Potency, µM (highest dose often 38.3 µM), without a hit: at the top dose activity change, negative = inhibition, hits mostly inhibitors; hit rate 1% among 220,000; AID 1461; also: potency is read from the fitted curve at half-maximal effect; % is scaled to controls: 0 for no effect and ±100 for the full control effect; nearly all actives have a fitted effect of over 50% in size; many of its hits are not listed in these tables
Target sequence (Q6W5P4 whole entry, looked up): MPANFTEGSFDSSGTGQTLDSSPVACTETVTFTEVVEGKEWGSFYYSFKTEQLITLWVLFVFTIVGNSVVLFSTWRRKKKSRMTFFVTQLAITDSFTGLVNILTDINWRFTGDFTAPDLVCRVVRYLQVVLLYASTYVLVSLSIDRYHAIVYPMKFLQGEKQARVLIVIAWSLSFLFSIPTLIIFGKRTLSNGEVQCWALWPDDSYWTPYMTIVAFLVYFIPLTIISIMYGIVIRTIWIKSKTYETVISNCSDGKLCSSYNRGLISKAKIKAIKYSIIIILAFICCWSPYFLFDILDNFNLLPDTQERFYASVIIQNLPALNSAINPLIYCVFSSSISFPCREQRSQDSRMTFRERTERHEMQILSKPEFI
KinaseGlo FLuc = Kinase-Glo luciferase inhibition (counter-screen). Q27757. Kinase-Glo luciferase, ATP luminescence, 8 min. Potency, µM (titrated, usually from 38.3 µM), inactives show at the highest dose activity change, negative = inhibition, usual class: inhibitors. hit rate 0.28% among 200,000. AID 1379; also: potency is read from the fitted curve at half-maximal effect; % is scaled to controls: 0 for no effect and ±100 for the full control effect; nearly all actives have a fitted effect of over 60% in size
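Inhibition of Kinase-Glo luciferase light generation was assessed at 10 uM ATP in pH 7.2 imidazole buffer, with luminescence measured after eight minutes at ambient temperature.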
Starred values were filed as active, the others as inactive; [ ] = another dose, or the depositor's remark. Unless noted, calls follow the shape of the dose curve; as a rule, active = well fitted curve in the direction sought with a large enough effect; inconclusive = small, poorly fitted or top-dose-only effect, or another doubt; inactive = no such curve, though single readings can be large; an effect the other way counts as inactive or inconclusive. Not all compounds are listed; the hit share may differ from the screen's.

`CCc1ccc(C2C(C#N)=C(N)Oc3n[nH]c(CC(=O)OC)c32)cc1` (centres undefined) gave IMPase Li inh 2.9%, CBFb-RUNX1 inh -2.5%, Epigenetic derep -1.0%, LMNA splice mod 6.5%, aGal spleen mod -1.1%, NPSR antagonist -3.0% and KinaseGlo FLuc -1.0%.
CCN(CC(=O)Nc1c(C(=O)OC)[nH]c2ccc(Cl)cc12)c1ccc2c(c1)OCO2 was read as CBFb-RUNX1 inh -26.1%, Epigenetic derep -5.7%, LMNA splice mod -4.2%, aGal spleen mod 6.4% and NPSR antagonist -23.3%[46.1 µM].
`CC1=CC(C)(C)N(C(=O)CNC2CCCC2)c2cc(C)ccc21` gave IMPase Li inh 23.0%, CBFb-RUNX1 inh 0.5%, Epigenetic derep 1.1%, aGal spleen mod -8.8%, NPSR antagonist -13.2% and KinaseGlo FLuc -2.8%.
O=C(NCc1ccco1)c1c2c(nc3ccccc13)CCC2 was read as IMPase Li inh -7.8%[38.3 µM], CBFb-RUNX1 inh inconclusive, Epigenetic derep -0.7%, LMNA splice mod -10.0%, aGal spleen mod 3.0%, NPSR antagonist -10.6%[46.1 µM] and KinaseGlo FLuc -3.7%.
COCc1ccc(CN2CCCC(CO)(Cc3ccccc3C)C2)o1 (centres undefined) was read as IMPase Li inh -1.1%, CBFb-RUNX1 inh 2.1%, Epigenetic derep -0.1%, LMNA splice mod -2.4%[46 µM], aGal spleen mod 5.3%, NPSR antagonist -6.1% and KinaseGlo FLuc -2.9%.
`CCN(CC)c1ccc2cc(S(=O)(=O)c3ccc(C)cc3)c(=O)oc2c1` gave IMPase Li inh 5.7%, CBFb-RUNX1 inh inconclusive, Epigenetic derep 1.1%, LMNA splice mod 6.2%, aGal spleen mod -7.7%, NPSR antagonist -24.9% and KinaseGlo FLuc 2.7%.
For CSc1cccc(NC(=O)N2CCN(C)CC2)c1 the results were CBFb-RUNX1 inh 10.5%, Epigenetic derep 0.0%, aGal spleen mod 10.3% and NPSR antagonist 7.6%.
Screening Cc1cccc(-c2noc(CCCC(=O)Nc3cccnc3)n2)c1 returned IMPase Li inh -4.9%[38.3 µM], CBFb-RUNX1 inh -3.2%, Epigenetic derep 2.5%, LMNA splice mod 0.4%, aGal spleen mod -7.0%, NPSR antagonist -8.0%[46.1 µM] and KinaseGlo FLuc -1.9%.
Screening Cc1cc(C)n(CCNC(=O)c2cc(COc3ccc(F)cc3Cl)on2)n1 returned IMPase Li inh 9.9%, CBFb-RUNX1 inh 4.5%, Epigenetic derep 1.1%, aGal spleen mod 5.5% and NPSR antagonist 46.5%.
COc1ccc(-n2c(C)cc(=O)c3c2CC(C)(C)CC3=O)cc1 was read as IMPase Li inh 2.2%[38.3 µM], CBFb-RUNX1 inh 3.7%, Epigenetic derep -1.1%, LMNA splice mod 9.6%, aGal spleen mod -1.8%, NPSR antagonist -0.7%[46.1 µM] and KinaseGlo FLuc 0.5%.
`Cn1c(Oc2ccccc2NCc2cc(Br)ccc2O)cc(=O)n(C)c1=O` gave IMPase Li inh 26.6%[38.3 µM], CBFb-RUNX1 inh 6.5%, Epigenetic derep -1.6%, LMNA splice mod inconclusive, aGal spleen mod 2.6%, NPSR antagonist -28.4%[46.1 µM] and KinaseGlo FLuc -6.4%.
`COc1cccc(/C=N/n2c(-c3cc(C)[nH]n3)n[nH]c2=S)c1O` gave CBFb-RUNX1 inh -7.5%, Epigenetic derep -0.2%, aGal spleen mod 2.7% and NPSR antagonist 2.0%.
For Cc1sc2ncn(CC(=O)N3CCOCC3)c(=O)c2c1-c1ccccc1 the results were IMPase Li inh 5.2%, CBFb-RUNX1 inh 11.6%, Epigenetic derep -6.8%, LMNA splice mod -9.1%[46 µM], aGal spleen mod 10.9%, NPSR antagonist 7.5% and KinaseGlo FLuc 1.2%.
For O=C1C(Cl)=C(N2CCN(c3ccccc3[N+](=O)[O-])CC2)C(=O)c2ccccc21 the results were IMPase Li inh 33.2%[activator], CBFb-RUNX1 inh inconclusive, Epigenetic derep inconclusive, LMNA splice mod inconclusive, aGal spleen mod -6.2%, NPSR antagonist 10µM* and KinaseGlo FLuc -5.1%.
Screening C/C(=N\NC(=O)c1c(Br)c(C)nn1C)c1ccc(NC(=O)C(C)Oc2ccc(Cl)cc2C)cc1 (centres undefined) returned IMPase Li inh 5.3%[38.3 µM], CBFb-RUNX1 inh -1.7%, Epigenetic derep 5.7%, LMNA splice mod 16.7%, aGal spleen mod -1.9%, NPSR antagonist -24.3%[46.1 µM] and KinaseGlo FLuc -0.7%.
For CC(=O)c1sc(-c2ccccc2)nc1C the results were IMPase Li inh -18.4%, CBFb-RUNX1 inh -1.6%, Epigenetic derep -0.3%, aGal spleen mod -1.4%, NPSR antagonist -4.4% and KinaseGlo FLuc -3.1%.
CCCn1nnnc1NC(=O)COc1ccc(Cl)cc1C was read as IMPase Li inh -10.3%[38.3 µM], CBFb-RUNX1 inh -18.7%, Epigenetic derep -0.9%, LMNA splice mod -6.1%, aGal spleen mod 0.2%, NPSR antagonist 4.5%[46.1 µM] and KinaseGlo FLuc 2.6%.
CC(=O)Nc1sc(C)c(C)c1C(=O)OCC(=O)N(C)C1CCS(=O)(=O)C1 (centres undefined) was read as IMPase Li inh 7.6%, CBFb-RUNX1 inh -10.2%, Epigenetic derep -1.1%, LMNA splice mod 2.0%, aGal spleen mod 5.6%, NPSR antagonist 8.0% and KinaseGlo FLuc -0.1%.
For Cc1cc(C)cc(NC(=S)N(CCN(C)C)C(C)c2cccnc2)c1 (centres undefined) the results were IMPase Li inh -0.9%, CBFb-RUNX1 inh 4.4%, Epigenetic derep 0.1%, LMNA splice mod -3.0%[46 µM], aGal spleen mod 2.7%, NPSR antagonist 2.3% and KinaseGlo FLuc -3.4%.
CCC(=O)NC(c1ccc(C)cc1)c1cc([N+](=O)[O-])c2cccnc2c1O (centres undefined) was read as IMPase Li inh -3.6%, Epigenetic derep 0.0%, LMNA splice mod inconclusive, aGal spleen mod 0.3%, NPSR antagonist 13.7% and KinaseGlo FLuc 1.7%.
`CC(C)C(=O)NC(c1ccco1)c1c(O)ccc2ccccc12` (centres undefined) gave CBFb-RUNX1 inh 1.2%, Epigenetic derep -1.0%, LMNA splice mod inconclusive, aGal spleen mod 12.0% and NPSR antagonist -22.0%[46.1 µM].
CCN1CCN(C(=O)CN(C)S(=O)(=O)c2ccc(OC)c(C)c2)CC1 was read as IMPase Li inh 31.5%[38.3 µM], CBFb-RUNX1 inh -2.1%, Epigenetic derep 0.0%, LMNA splice mod 1.7%, aGal spleen mod 0.4%, NPSR antagonist 2.6%[46.1 µM] and KinaseGlo FLuc 0.1%.
Screening Cc1cc2nn(-c3ccccc3)nc2cc1NC(=O)c1cccs1 returned IMPase Li inh 5.4%[38.3 µM], CBFb-RUNX1 inh 16.0%, Epigenetic derep 0.1%, LMNA splice mod inconclusive, aGal spleen mod -0.9%, NPSR antagonist inconclusive and KinaseGlo FLuc -4.6%.
CCOC(=O)N1CCN(C(=O)CCCn2c(=S)[nH]c3ccccc3c2=O)CC1 was read as IMPase Li inh -4.2%[38.3 µM], CBFb-RUNX1 inh -0.7%, Epigenetic derep 1.7%, LMNA splice mod 13.4%, aGal spleen mod 1.0%, NPSR antagonist -5.6%[46.1 µM] and KinaseGlo FLuc 2.2%.
Screening CCC(=O)Nc1nnc(SCC(=O)N2c3ccccc3CC2C)s1 (centres undefined) returned IMPase Li inh 2.6%, CBFb-RUNX1 inh -2.4%, Epigenetic derep 0.0%, LMNA splice mod -4.5%, aGal spleen mod -15.9%, NPSR antagonist -9.4%[46.1 µM] and KinaseGlo FLuc -2.3%.
Cc1ccc(/C=C/C(=O)NCCCc2ccccc2)cc1 was read as IMPase Li inh 7.8%, CBFb-RUNX1 inh -5.4%, Epigenetic derep 0.0%, LMNA splice mod inconclusive, aGal spleen mod -4.0%, NPSR antagonist -24.1% and KinaseGlo FLuc -0.4%.
Screening CC(C)CCc1noc(CN2CCN(CC(=O)NC(C)C)CC2)n1 returned CBFb-RUNX1 inh 13.6%, Epigenetic derep -2.2%, aGal spleen mod 8.0% and NPSR antagonist 9.9%.
For C(=C\c1nc2ccccc2[nH]1)/c1ccccc1 the results were IMPase Li inh -5.7%[38.3 µM], CBFb-RUNX1 inh 5.0%, Epigenetic derep 3.0%, LMNA splice mod 0.7%, aGal spleen mod 1.5%, NPSR antagonist -11.4%[46.1 µM] and KinaseGlo FLuc 3.55µM*.
For C#CCn1c(O)c(N=NC(=O)C(O)c2ccccc2)c2ccccc21 (centres undefined) the results were CBFb-RUNX1 inh 1.4%, Epigenetic derep 0.0%, aGal spleen mod 3.8% and NPSR antagonist -9.9%.
Cc1cc(C)n(-c2ccc([N+](=O)[O-])cc2)n1 was read as IMPase Li inh -2.8%, CBFb-RUNX1 inh -4.8%, Epigenetic derep -1.1%, LMNA splice mod 1.3%, aGal spleen mod 0.3%, NPSR antagonist 16.0% and KinaseGlo FLuc 3.2%.
Screening O=C(CN1C(=O)C(=O)N(Cc2ccco2)C1=O)NC1CCCCC1 returned IMPase Li inh -0.3%, CBFb-RUNX1 inh 2.9%, Epigenetic derep -3.4%, LMNA splice mod 18.0%[46 µM], aGal spleen mod -9.5%, NPSR antagonist 3.8% and KinaseGlo FLuc -1.0%.
Cc1cc(C)n2nc(SCC(=O)N3CCc4ccccc43)nc2n1 was read as IMPase Li inh -4.1%, CBFb-RUNX1 inh -5.0%, Epigenetic derep -1.1%, LMNA splice mod 6.6%, aGal spleen mod 9.4%, NPSR antagonist 20.1% and KinaseGlo FLuc -6.4%.
For COCc1[nH]nc2c1C1(C(=O)Nc3ccc(F)cc31)C(C#N)=C(N)O2 (centres undefined) the results were IMPase Li inh 4.3%[38.3 µM], CBFb-RUNX1 inh 2.4%, Epigenetic derep 0.0%, LMNA splice mod 11.3%, aGal spleen mod -4.5%, NPSR antagonist -5.1%[46.1 µM] and KinaseGlo FLuc 2.4%.
`O=C1/C(=C/c2ccccn2)SC(=S)N1Cc1ccccc1` gave CBFb-RUNX1 inh -3.5%, Epigenetic derep -0.3%, aGal spleen mod -13.6% and NPSR antagonist 17.0%[7.67 µM].
